GPT2 inhibitor – inhibitors of human GPT2 alanine aminotransferase; Q8TD30; Recombinant GPT2, coupled pyruvate oxidase/HRP Amplex Red fluorescence; Potency, µM (series often up to 57.7 µM), for the others: at the highest dose activity change, negative = inhibition, hits mostly inhibitors; hit rate 0.25% among 100,000; AID 1671188; further: potency means the concentration at half of the fitted maximal effect; nearly all actives have a fitted effect of over 60% in size; many of its hits are not listed in these tables
Target sequence (Q8TD30 whole entry, looked up): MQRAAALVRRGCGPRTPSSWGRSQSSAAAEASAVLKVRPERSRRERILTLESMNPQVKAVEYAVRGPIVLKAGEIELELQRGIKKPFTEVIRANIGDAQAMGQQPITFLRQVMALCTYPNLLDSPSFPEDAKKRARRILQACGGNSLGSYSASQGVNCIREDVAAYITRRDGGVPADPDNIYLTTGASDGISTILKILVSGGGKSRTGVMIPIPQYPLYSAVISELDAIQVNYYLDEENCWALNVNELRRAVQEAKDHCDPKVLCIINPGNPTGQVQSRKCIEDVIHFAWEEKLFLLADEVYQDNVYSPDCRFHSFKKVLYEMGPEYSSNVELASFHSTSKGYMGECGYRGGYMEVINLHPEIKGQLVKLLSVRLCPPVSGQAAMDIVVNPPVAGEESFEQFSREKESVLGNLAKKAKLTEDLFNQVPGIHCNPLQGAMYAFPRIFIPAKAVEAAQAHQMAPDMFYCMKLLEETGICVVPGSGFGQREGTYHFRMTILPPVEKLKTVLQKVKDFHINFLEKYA
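Recombinant GPT2 (10ng/uL) with 250uM a-KG and 2mM L-alanine, 30 min at room temperature, in HEPES pH 7.5 buffer. Pyruvate detected by pyruvate oxidase/HRP/Amplex Red fluorescence after 30 min in the dark; AOA (50uM) as positive control.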
IP6K1 inhibitor – IP6K1 kinase inhibition; IP6K1 kinase, ADP-Glo luminescence, 2 h; hits give low values; Q92551; activity change, % (series mostly up to about 58 µM); hit rate 0.81% among 140,000; in the data active means activity change below about -25%
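ADP-Glo luminescence measures ADP made by human IP6K1 during a 2 h RT reaction with ATP/IP6 (mix at 1.3 mM/130 uM); top library doses 57.5 and 19.1 uM final.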
Luciferase inh – Photinus pyralis luciferase inhibition | hit rate 2.5% among 76,000 | Potency, µM (titrated, usually from 115 µM), for inactives: at the top dose activity change, negative = inhibition, actives largely listed as inhibitors | P08659 | purified P. pyralis luciferase, luminescence, biochemical; further: potency means the concentration at half of the fitted maximal effect; nearly all actives have a fitted effect of over 65% in size
Target sequence (P08659 whole entry, looked up): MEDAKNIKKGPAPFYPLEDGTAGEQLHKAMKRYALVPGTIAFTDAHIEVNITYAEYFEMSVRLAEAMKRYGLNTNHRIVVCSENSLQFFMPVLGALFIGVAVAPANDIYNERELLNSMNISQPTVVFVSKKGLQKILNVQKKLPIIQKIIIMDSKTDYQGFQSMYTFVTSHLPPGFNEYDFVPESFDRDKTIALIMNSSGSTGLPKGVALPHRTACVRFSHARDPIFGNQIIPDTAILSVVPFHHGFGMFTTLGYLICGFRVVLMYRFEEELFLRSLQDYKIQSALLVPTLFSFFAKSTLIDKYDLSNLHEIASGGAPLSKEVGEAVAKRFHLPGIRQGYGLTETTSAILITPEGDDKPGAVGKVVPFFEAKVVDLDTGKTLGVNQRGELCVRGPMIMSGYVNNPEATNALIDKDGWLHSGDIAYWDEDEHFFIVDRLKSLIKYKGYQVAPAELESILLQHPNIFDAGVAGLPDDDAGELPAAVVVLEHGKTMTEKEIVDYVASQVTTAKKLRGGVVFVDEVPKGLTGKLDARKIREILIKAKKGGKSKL
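FLuc 10nM, D-luciferin 10uM, ATP 10uM, Mg acetate 10mM, Tris acetate pH 7.5, Tween/BSA; cpd qHTS; enzyme added last; CCD luminescence.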
NIH3T3 tox – cytotoxic compounds in NIH 3T3 cells; Potency, µM (titrated, usually from 96.7 µM), for the others: top-dose activity change, negative = cytotoxicity, hits mostly inhibitors; hit rate 4.3% among 94,000; NIH 3T3 viability, CellTiter-Glo ATP luminescence, 48-72 h; further: potency means the concentration at half of the fitted maximal effect; nearly all actives have a fitted effect of over 55% in size
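NIH 3T3 cells at 400 cells/well received 23 nL of compound by pintool and were incubated 48 or 72 h at 37 °C. Viability was read as ATP-coupled CellTiter-Glo luminescence.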
SNCA expr inh – SNCA gene expression inhibition | AID 1671194 | HEK-293 SNCA-luciferase knock-in, luminescence, 24 h | Potency, µM (highest dose often 57.2 µM), for inactives: at the highest dose activity change, negative = inhibition, hits mostly inhibitors | hit rate 0.17% among 140,000;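 further: potency means the concentration at half of the fitted maximal effect; plate controls were DMSO cells for no effect and cell-free wells for full effect; nearly all actives have a fitted effect of over 45% in size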
HEK293 viab – reduces viability of HEK-293 SNCA reporter cells | HEK-293-SNCA-luc viability, GF-AFC fluorescence, 24 h | Potency, µM (top dose mostly 57.1 µM), for the others: top-dose activity change, negative = cytotoxicity, most hits filed as cytotoxic | hit rate 0.12% among 150,000 | AID 1671193;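 further: potency means the concentration at half of the fitted maximal effect; 0% = DMSO-treated cells and -100% = medium-only wells without cells; nearly all actives have a fitted effect of over 30% in size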
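Cytotoxicity counterscreen: after 24 h compound treatment of genome-edited SNCA-luciferase HEK-293 cells, live-cell protease substrate GF-AFC read by fluorescence after 30 min; activity scaled between DMSO (0%) and medium-only (-100%), curves Hill-fitted.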
HEK cytotox – kills HEK 293 cells | hit rate 6.6% among 94,000 | Potency, µM (doses to about 115 µM), inactives show at the highest dose activity change, negative = cytotoxicity, hits mostly inhibitors | HEK 293 viability, ATP luminescence (CellTiter-Glo), 48-72 h | AID 1345083; further: potency means the concentration at half of the fitted maximal effect; nearly all actives have a fitted effect of over 60% in size
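Pintool-delivered compounds were incubated with HEK 293 cells (250 cells/well) at 37 degree Celsius for 48 or 72 hr. ATP-dependent luminescence (CellTiter-Glo) then reported remaining viable cells.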
Starred values were filed as active, the others as inactive; i = inactive; ? = inconclusive; . = no result given; [ ] = another dose, or the depositor's remark. Unless noted, the call rests on the fitted dose curve; in most records, active means well fitted curve in the direction sought with a large enough effect; inconclusive means small, poorly fitted or top-dose-only effect, or another doubt; inactive means no such curve, though single readings can be large; an effect the other way counts as inactive or inconclusive. Unless noted, on the % scale 0 is the no-effect control and ±100 the full control effect. These rows are one share of the data; the hit share may differ from the screen's.

SMILES | GPT2 inhibitor | IP6K1 inhibitor | Luciferase inh | NIH3T3 tox | SNCA expr inh | HEK293 viab | HEK cytotox
COC(=O)c1nc(NC(=O)Cn2nc3c(cc2=O)CCCCC3)sc1C(C)C | -6% | 5 | 3% | ? | -10% | -9% | ?
CC1CCC2(CC1)NC(=O)N(CC(=O)NC1CCCC1)C2=O (configuration not stated) | i | 10 | -8% | -13% | -6% | -5% | -16%
CCOC(=O)c1ccc(N2C(=O)c3n[nH]c(-c4cccs4)c3C2c2cccc(OC)c2)cc1 (configuration not stated) | . | -2 | . | . | 18µM* | -21% | .
CCN(CC)C(=O)C1CCCCC(=O)N1C (configuration not stated) | i | 8 | -3% | -8% | 3% | 1% | 0%
Cc1ccc(C2(O)CCN(c3nc(C)ccc3C(N)=O)CC2)nc1 | -26% | 12 | 0% | -22% | -25% | 5% | -3%
O=C(COc1ccccc1)Nc1nnc2n1CCS2 | . | 0 | . | . | 12% | 5% | .
Cc1ccccc1-n1nc(C)c([C@H]2C=C[C@@H](OC(=O)NC(C)C)C2)c1C | -5%[88.5 µM] | 40 | -3%[172 µM] | 25µM* | -8%[87.6 µM] | -5%[87.6 µM] | ?
COC(=O)CNC(=O)c1cc(-c2ccc(C)cc2C)nc2c1cnn2C | i | -6 | . | -33% | 31%[activator] | 4% | -1%
COc1ccc(Cl)cc1NC(=O)CCS(=O)(=O)c1nc(-c2cccs2)cc(C(F)(F)F)n1 | . | -10 | . | . | 28µM* | -23% | .
COc1ccc(C2C=C(c3ccccc3)Nc3nc(NC(=O)c4cccc([N+](=O)[O-])c4)nn32)cc1 (configuration not stated) | . | 13 | . | . | 34%[activator] | 10% | .
COc1cccc(CNC(=O)[C@@H]2C[C@@H](O)CN2C2CCN(C(=O)c3ccccc3OC)CC2)c1 | 5% | -6 | 6% | -13% | 5% | 1% | -7%
COc1cccc(C(=O)Nc2ccc3c(c2)CN(Cc2cccc(OC)c2OC)C(=O)CO3)c1 | i | -3 | ? | -24% | -27% | 0% | 45µM*
COCCNC(=O)c1ccc2c(c1)N(C)C(CC(=O)NCc1ccncc1)CO2 (configuration not stated) | i | -2 | 0% | i | -1% | 1% | i
CC(=O)c1ccc(S(=O)(=O)N2CCn3cccc3C2c2ccc(C)cc2)cc1 (configuration not stated) | . | -17 | . | . | -12% | 2% | .
O=C(Nc1ccccc1)C1CC(=O)N(c2n[nH]c3cc(Br)ccc23)C1 (configuration not stated) | -23% | -18 | 0% | i | 8% | 8% | 2%
COc1cc(F)ccc1CNCc1cccnc1N1CCOCC1 | -9% | -8 | 0% | i | -4% | 1% | 4%
Cc1ccc(C)c(NC(=O)c2cc(S(=O)(=O)N3CCc4ccccc4C3)ccc2F)c1 | . | -1 | . | . | 12% | 6% | .
Cc1ccc(Cl)cc1N1CCN(CCCNC(=O)c2ccc3nc(N4CCCCC4)sc3c2)CC1 | . | -14 | . | . | 173%[activator] | 4% | .
Cc1ccc(-c2nonc2NC(=O)c2ccc(F)cc2)cc1C | . | 9 | . | . | -17% | -10% | .
O=C(CCCc1ccccc1)N1CCn2c(nnc2[C@@H]2C[C@@H](O)CN2Cc2ccccc2)C1 | -6% | -2 | 4% | i | ? | 1%[12.5 µM] | i
COc1ccc(NC(=O)c2c(-c3ccc(C)cc3)nnc3ccccc23)cc1Cl | . | 7 | . | . | 37%[activator] | 11% | .
COCCN1CC(CO)C2(CCN(Cc3cc(F)c(F)cc3F)CC2)C1 (configuration not stated) | ? | 6 | 4% | 1% | 18% | 1%[12.5 µM] | ?
COc1ccc(C(=O)N2CCC(c3nc4ccccc4o3)CC2)cc1 | . | 11 | . | . | 12% | -7% | .
COc1cc(CCC(=O)N2CCc3nn(Cc4ccccc4)c(=O)n3CC2)on1 | i | 2 | 7% | -7% | -9% | -5% | -25%
Cc1nc(CN2C(=O)OC3(CCN(CCCc4ccccc4)CC3)C2(C)c2ccccc2)cs1 (configuration not stated) | i | 4 | 1% | ? | -25% | -12% | ?
COCCNC(=O)[C@@H]1C[C@H](Oc2ccccc2)CN1C(=O)c1cccc(C)c1 | i | -5 | -2% | 4% | 21% | 3% | -13%
CC(=O)N[C@H]1C[C@@H](c2nc(-c3ccccc3)no2)N(C)C1 | -17%[88.5 µM] | 4 | -21%[230 µM] | 1%[230 µM] | 40%[activator][87.6 µM] | 8%[87.6 µM] | 2%[230 µM]
COc1ccc(CN2CC[C@@H]3[C@H]2C(=O)NC[C@H](CCC(=O)N2CCN(c4ccccn4)CC2)N3C)cc1 | 0% | 0 | 6% | -16% | 4% | 6% | ?
CCn1nc(C)c(CNC(=O)CCC[C@@H]2[C@H]3CCCN4CCC[C@@H](CN2C)[C@@H]34)c1C | 4% | 0 | 2% | i | -14% | 9% | 15%
CC(C)Cn1cc2c3c(cccc31)CNCC2 | 1% | 3 | -18% | ? | -10% | -2% | ?
CN1CC(=O)N(c2cccnc2)Cc2c1ncnc2N1CCN(c2ccccn2)CC1 | -2% | -12 | -3% | -3% | ? | 5% | 3%
COc1ccc(C2Cn3nnc(C(=O)N4CCC(C(=O)NCC5CCCCC5)CC4)c3CO2)cc1 (configuration not stated) | 0% | -2 | 3% | i | 3% | -5% | 7%
COc1ccc(CN2C=C(C(=O)O)C(C)=NS2(=O)=O)cc1F | i | 0 | -5% | 0% | ? | 4% | 6%
CN1CCCC2(Cc3ccccc3CN([S+](=O)([O-])c3ccccc3)C2)C1 (configuration not stated) | i | -1 | . | -30% | ? | -6% | -18%
COc1ccc(-c2nc(C3CC3)nc3c2CCN(Cc2ccsc2)CC3)cc1 | i | 8 | . | ? | ? | ? | ?
O=C(Cc1ccccc1)N1CCC2(CNc3ccccc3[S+](=O)([O-])N2)C1 (configuration not stated) | i | 16 | -5% | -17% | 44%[activator] | 5% | 3%
CSc1ccc(C2C(C(=O)Nc3ccccc3)=C(C)Nc3nc4ccccc4n32)cc1 (configuration not stated) | . | -2 | . | . | 34%[activator] | 7% | .
COCCNc1nc2c(S(=O)(=O)c3ccc(C)c(C)c3)nnn2c2ccc(Cl)cc12 | . | 23 | . | . | -5% | 5% | .
O=C(NCc1cccs1)C1CCCN1c1nc2ncccc2o1 (configuration not stated) | i | -5 | 4%[172 µM] | -19%[138 µM] | 23%[87.6 µM] | -3%[87.6 µM] | -2%[172 µM]
COc1ccc(S(=O)(=O)NCCc2nnc3ccc(SCC(=O)Nc4cc(C)cc(C)c4)nn23)cc1 | . | -6 | . | . | 5% | ? | .
O=C(c1ccoc1)N1CCCN(C2CCC3(CCNCC3)CC2)CC1 | -8% | 19 | -6% | 0% | ? | 0% | -17%
COc1ccc(C(=O)N2CCn3c(nn(-c4ccc(C(F)(F)F)cc4)c3=O)C2)cc1 | -10% | -4 | . | i | 5% | 0% | i
CCOc1ccccc1CN1CCC[C@H]1C(=O)N1CCCCCCNC(=O)CC1 | i | -3 | -2% | -15% | -22% | 5% | -9%
O=C1NC(=NC2CCCCC2)C2(CCCN([S+](=O)([O-])c3cccc(C(F)(F)F)c3)C2)N1c1cc(F)cc(F)c1 (configuration not stated) | -6% | -7 | . | i | 1% | 2% | -12%
NC(=O)C1(C(=O)NCc2nc(-c3cccc(F)c3)c(-c3ccccn3)[nH]2)CC1 | -13% | -6 | 0% | -23% | -14% | 1% | 3%
Cc1cc(NC(=O)CCn2c(=O)c3cccn3c3cccnc32)ccc1Br | . | 25 | . | . | 47%[activator] | 1% | .
O=C(Nc1ccc(F)cc1)C1CCCN1c1nc2ncccc2o1 (configuration not stated) | i | -9 | 3% | -11% | 2% | -5% | 2%
COC(=O)N1CCN(c2nccc(Nc3ccc(OC)cc3)n2)CC1 | i | -11 | . | ? | 101%[activator][87.6 µM] | 1%[87.6 µM] | ?
O=C(NCc1ccc(F)cc1)c1cn2cc(-c3ccc(C(F)(F)F)cc3)sc2n1 | ? | -8 | . | ? | -12% | ? | 50µM*
O=C1CC(c2ccccc2)N(Cc2ccncc2)CCCN(C(=O)COc2ccc(F)cc2)CCN1 (configuration not stated) | i | 15 | 3% | -19% | 6% | -8% | ?
O=C(NCCn1cc(SCc2cccc(F)c2)c2ccccc21)c1cccc(C(F)(F)F)c1 | . | 31 | . | . | ? | -7% | .
Cc1ccccc1S(=O)(=O)N1CCCC(Cc2noc(-c3ccncc3)n2)C1 (configuration not stated) | -1% | 2 | 0% | ? | -11% | -17% | ?
CC(C)(C)NC(=O)N1CCCC1c1noc(COc2ccc(F)cc2)n1 (configuration not stated) | i | -13 | 0% | -16% | 5% | 1% | -6%
CN(Cc1ccccc1)C(=O)CSc1nc(-c2ccc(F)cc2)cc(C(F)(F)F)n1 | . | 3 | . | . | ? | -6% | .
COc1cccc(-c2nc(-c3c(C)noc3C)cc3cc(C)oc23)c1 | -6%[88.5 µM] | 15 | -11%[172 µM] | ? | 29%[87.6 µM] | 3%[87.6 µM] | ?
O=C(Nc1cc(-c2ccc(F)c(F)c2)no1)c1ccccc1F | . | -19 | . | . | 157%[activator] | 5% | .

Fetched by compound from above, 7 records:
SMILES | GPT2 inhibitor | IP6K1 inhibitor | Luciferase inh | NIH3T3 tox | SNCA expr inh | HEK293 viab | HEK cytotox
Cc1ccccc1-n1nc(C)c([C@H]2C=C[C@@H](OC(=O)NC(C)C)C2)c1C | -5%[88.5 µM] | 40 | -3%[172 µM] | 25µM* | -8%[87.6 µM] | -5%[87.6 µM] | ?
CCOC(=O)c1ccc(N2C(=O)c3n[nH]c(-c4cccs4)c3C2c2cccc(OC)c2)cc1 (configuration not stated) | . | -2 | . | . | 18µM* | -21% | .
CSc1ccc(C2C(C(=O)Nc3ccccc3)=C(C)Nc3nc4ccccc4n32)cc1 (configuration not stated) | . | -2 | . | . | 34%[activator] | 7% | .
O=C(CCCc1ccccc1)N1CCn2c(nnc2[C@@H]2C[C@@H](O)CN2Cc2ccccc2)C1 | -6% | -2 | 4% | i | ? | 1%[12.5 µM] | i
O=C(NCCn1cc(SCc2cccc(F)c2)c2ccccc21)c1cccc(C(F)(F)F)c1 | . | 31 | . | . | ? | -7% | .
COc1ccc(C2Cn3nnc(C(=O)N4CCC(C(=O)NCC5CCCCC5)CC4)c3CO2)cc1 (configuration not stated) | 0% | -2 | 3% | i | 3% | -5% | 7%
COc1ccc(Cl)cc1NC(=O)CCS(=O)(=O)c1nc(-c2cccs2)cc(C(F)(F)F)n1 | . | -10 | . | . | 28µM* | -23% | .
